ELG1 genotoxic = qHTS screen for small molecules that induce genotoxicity in human embryonic kidney (HEK293T) cells expressing luciferase-tagged ELG1; HEK293T ELG1-luciferase reporter, luminescence, 16 h; Potency, µM (top dose mostly 46 µM), for the others: top-dose activity change, positive = activation, most hits filed as activators; 1.3% of 330,000 active; AID 504466, 2011; note: potency is the fitted concentration of half-maximal effect; % of control where 0% means no effect; nearly all actives have a fitted effect of over 60% in size
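Cells (2,000/well) expressing the ELG1-luciferase fusion are dosed by pin tool and kept 16 hr at 37 °C, 5% CO2. Signal comes from ONE-Glo luciferase reagent after 30 min at room temperature.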
FBPA coupling cs = qHTS Assay for Inhibitors of Fructose-1,6-bisphosphate Aldolase from Giardia Lamblia: Coupling assay counterscreen; 0.67% of 290,000 active; coupling enzyme system counterscreen, AmpLite Red fluorescence; AID 2472, 2010; activity change, negative = inhibition, % at 58.2 µM, hits read low; in the data active = activity change below about -30%; note: % is set by controls: 0 for no effect and ±100 for the full control effect
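Compounds tested against the coupling enzymes alone at 57.5 uM final; readout was AmpLite Red fluorescence (525/598 nm) after 20 min at RT.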
uPA surface inh = qHTS for Inhibitors of Cell Surface uPA Generation. cell surface uPA generation assay, qHTS. Potency, µM (doses to about 38.3 µM), for inactives: top-dose activity change, negative = inhibition, hits mostly inhibitors. 0.31% of 330,000 active; active = well fitted inhibition curve with a large enough effect; inconclusive = small, poorly fitted or top-dose-only effect; inactive = no such curve, though single readings can be large or run the other way; tested in mouse RAW 264.7 cells; note: potency is the fitted concentration of half-maximal effect; % is set by controls: 0 for no effect and ±100 for the full control effect; nearly all actives have a fitted effect of over 55% in size
NPC1 promoter act = qHTS Assay for NPC1 Promoter Activators; 2.4% of 320,000 active; Potency, µM (series often up to 9.22 µM), inactives show at the top dose activation, most hits filed as activators; Huh7 NPC1 promoter luciferase reporter, 24 h;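 note: potency is the fitted concentration of half-maximal effect; % of control where 0% means no effect; nearly all actives have a fitted effect of over 60% in size; reporter is driven by a mutant NPC1 promoter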
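Compounds in DMSO were transferred onto Huh7 NPC1-luciferase reporter cells pre-incubated 2 h; after 24 h at 37 °C, Amplite reagent was dispensed and luminescence recorded 10 min later.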
Giardia killer = Small Molecules that selectively kill Giardia lamblia: qHTS | Giardia lamblia trophozoite viability | activity change, % at 7.66 µM, hits read low | 0.15% of 340,000 active | AID 540267, 2011; in the data active = activity change below about -80%; inconclusive = between about -30% and that limit;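 note: parasites exposed to compound for two days anaerobically before the ATP read; % is set by controls: 0 for no effect and ±100 for the full control effect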
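Anaerobic 48 hrs incubation at 37 deg C of 100 trophozoites/well with test compounds; ATPLite 1-Step luminescence, 15-30 min RT, reports cellular ATP as viability.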
RORgamma inh = qHTS for inhibitors of ROR gamma transcriptional activity. AID 2551, 2010. Nuclear receptor ROR-gamma (Mus musculus), P51450. Drosophila S2 Gal4-RORgamma UAS-luciferase reporter, 20 h. 5.4% of 310,000 active. Potency, µM (titrated, usually from 53.6 µM), inactives show at the highest dose activity change, negative = inhibition, actives largely listed as inhibitors; note: potency is the fitted concentration of half-maximal effect; % is set by controls: 0 for no effect and ±100 for the full control effect; nearly all actives have a fitted effect of over 60% in size
Target sequence (P51450 whole entry, looked up, the tested form may be a part): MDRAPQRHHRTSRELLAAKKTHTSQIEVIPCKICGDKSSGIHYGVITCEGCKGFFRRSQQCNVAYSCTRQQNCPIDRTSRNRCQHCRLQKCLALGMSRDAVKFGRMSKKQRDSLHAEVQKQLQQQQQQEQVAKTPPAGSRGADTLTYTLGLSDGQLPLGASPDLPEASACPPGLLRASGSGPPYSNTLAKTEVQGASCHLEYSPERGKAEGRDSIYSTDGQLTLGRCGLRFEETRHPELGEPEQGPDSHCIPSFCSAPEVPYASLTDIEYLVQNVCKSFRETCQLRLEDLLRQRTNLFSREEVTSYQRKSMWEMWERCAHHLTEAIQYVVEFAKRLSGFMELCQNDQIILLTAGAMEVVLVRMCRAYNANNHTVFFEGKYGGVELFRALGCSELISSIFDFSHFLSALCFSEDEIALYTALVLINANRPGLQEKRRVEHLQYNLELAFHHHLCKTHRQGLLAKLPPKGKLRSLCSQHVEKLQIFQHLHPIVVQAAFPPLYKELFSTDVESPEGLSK
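Drosophila S2 cells stably expressing Gal4-DBD/mouse RORγ fusion under metallothionein promoter plus UAS-luciferase; compound 1 h, then 700 uM CuSO4 induction for 20 h at ambient temperature; inhibition read as reduced luminescence.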
KCNH2 3.1 inh = qHTS for Inhibitors of KCHN2 3.1: Mutant qHTS; Potassium voltage-gated channel subfamily H member 2, brain isoform KCNH2 3.1 (human); U2OS KCNH2 3.1, thallium flux FluxOr; active compounds read low; activity change, % (tested at about 1.8 µM); 0.95% of 340,000 active;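 active = maximum activity change below -70%; inconclusive = maximum activity change from -70% to -50%; inactive = maximum activity change above -50%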;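 note: thallium influx rate constant from kinetic fluorescence after stimulation buffer; % is set by controls: 0 for no effect and ±100 for the full control effect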
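Normalized rate constant (relative to positive and negative DMSO controls) derived from a 2 min kinetic fluorescence read after stimulation; U2OS cells expressing the 3.1 isoform via virus at 1.77 x 10^8 /mL.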
Rab9 promoter act = qHTS Assay for Rab9 Promoter Activators; Potency, µM (titrated, usually from 9.22 µM), inactives show at the top dose activation, negative = inhibition, most hits filed as activators; Huh7 Rab9 promoter-luciferase reporter, luminescence, 24 h; 2.8% of 320,000 active; AID 485297, 2010; note: potency is the fitted concentration of half-maximal effect; % of control where 0% means no effect; nearly all actives have a fitted effect of over 60% in size
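Huh7 cells stably carrying Rab9 promoter–luciferase reporter, plated 1500 cells/well, compound added after 2 h and incubated 24 h at 37 °C; luciferase luminescence then read after 10 min with detection reagent.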
FLuc counter = qHTS profiling assay for firefly luciferase inhibitor/activator using purifed enzyme and Km concentrations of substrates (counterscreen for miR-21 project) | 6.9% of 360,000 active | AID 588342, 2011 | Luciferin 4-monooxygenase (Photinus pyralis), P08659 | Potency, µM (series often up to 57.5 µM), for inactives: at the highest dose activity change, negative = inhibition, hits mostly inhibitors | purified FLuc, Km substrates, luminescence inhibition;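 note: potency is the fitted concentration of half-maximal effect; plate controls were vehicle for no effect and reference inhibitor for full effect; nearly all actives have a fitted effect of over 55% in size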
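Purified P. pyralis luciferase (10nM final) with 10uM D-luciferin and 10uM ATP (Km levels) in 50mM Tris acetate pH 7.5, 10mM Mg acetate, 0.01% Tween-20, 0.05% BSA; qHTS 6-point titration, ~60 µM downward; luminescence read.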
Tb PFK inh = qHTS Assay to Find Inhibitors of T. brucei phosphofructokinase. Potency, µM (doses to about 57.5 µM), without a hit: top-dose activity, negative = inhibition, most hits filed as inhibitors. T. brucei PFK, ADP-Glo luminescence. ATP-dependent 6-phosphofructokinase (Trypanosoma brucei brucei), O15648. 0.17% of 330,000 active;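 note: potency is the fitted concentration of half-maximal effect; 0% = uninhibited 1x PFK enzyme wells and -100% = no-enzyme wells; nearly all actives have a fitted effect of over 60% in size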
Target sequence (O15648 whole entry, looked up): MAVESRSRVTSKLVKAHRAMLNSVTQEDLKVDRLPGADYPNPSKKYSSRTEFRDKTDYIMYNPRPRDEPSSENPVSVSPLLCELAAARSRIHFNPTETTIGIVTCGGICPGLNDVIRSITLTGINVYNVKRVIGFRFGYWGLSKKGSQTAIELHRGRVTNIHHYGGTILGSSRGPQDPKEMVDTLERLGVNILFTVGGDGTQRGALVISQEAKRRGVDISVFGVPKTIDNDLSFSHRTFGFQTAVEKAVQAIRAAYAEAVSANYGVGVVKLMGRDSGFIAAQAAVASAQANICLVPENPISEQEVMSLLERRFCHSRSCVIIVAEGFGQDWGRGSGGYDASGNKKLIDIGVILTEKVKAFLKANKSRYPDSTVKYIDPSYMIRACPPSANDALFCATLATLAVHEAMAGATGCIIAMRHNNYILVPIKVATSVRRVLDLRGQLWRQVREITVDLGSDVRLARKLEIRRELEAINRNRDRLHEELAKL
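ADP-Glo luminescence quantified ADP after 45 min at room temperature, with 1.25 nM T. brucei PFK, 0.1 mM ATP and 0.5 mM fructose-6-phosphate in pH 8.0 TEA buffer. qHTS titrations up to 57 µM; curves classified by quality.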
Gal4-VP16 FLuc = VP16 counterscreen qHTS for inhibitors of ROR gamma transcriptional activity. Potency, µM (highest dose often 53.6 µM), without a hit: at the highest dose activity, negative = inhibition, hits mostly inhibitors. 3.5% of 310,000 active. Drosophila S2 Gal4-VP16 UAS-luciferase, luminescence, 20 h. AID 2546, 2010;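 note: Gal4-VP16 expression switched on by copper sulfate through the metallothionein promoter; potency is the fitted concentration of half-maximal effect; % is set by controls: 0 for no effect and ±100 for the full control effect; nearly all actives have a fitted effect of over 50% in size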
An asterisk follows results filed as active; u = inconclusive; x = no result given; [ ] = remark or other dose. Unless noted, calls come from the whole dose curve; as a rule, active = well fitted curve in the direction sought with a large enough effect; inconclusive = small, poorly fitted or top-dose-only effect, or another doubt; inactive = no such curve, though single readings can be large; an effect the other way counts as inactive or inconclusive.

SMILES | ELG1 genotoxic | FBPA coupling cs | uPA surface inh | NPC1 promoter act | Giardia killer | RORgamma inh | KCNH2 3.1 inh | Rab9 promoter act | FLuc counter | Tb PFK inh | Gal4-VP16 FLuc
Cn1c(=O)n(CCCOc2ccc(Cl)cc2)c2ccccc21 | u | 4.0 | 9.6% | 0.2% | 25.3 | 2.1% | x | -3.5% | u | 7.2% | 2.6%[0.365 µM]
CCCOC(=O)CSC1=C(C#N)C(c2ccccc2OCC)C(C#N)C(=O)N1 (centres undefined) | -0.6% | 1.9 | 1.7% | 7.3% | -4.7 | -1.7% | -31.1 | -1.1% | -1.2% | -4.7% | -7.2%
Cc1onc(-c2c(F)cccc2Cl)c1C(=O)N[C@@H]1C(=O)N2C(C(=O)O)C(C)(C)S[C@H]12 (some centres undefined) | 3.5% | x | -5.3% | -0.9% | -2.5 | x | 14.6 | -3.6% | -0.4% | -10.3% | x
CSc1nc2cc3c(cc2n1C(=O)c1ccc(C)cc1)OCCO3 | 8.2% | 3.1 | x | 3.3% | -12.5 | -16.2% | 15.1 | 15.6% | u | 0.1% | 2.0%
COc1cc2c(cc1OC)C(c1ccco1)CC(=O)N2 (centres undefined) | 1.7% | -1.8 | -7.9% | -1.2% | -3.0 | 10.7% | -2.1 | -6.9% | 0.3% | -2.8% | 1.2%
CC(=O)c1c(C)nc(C)nc1NC(=O)Cc1ccccc1 | 0.6% | -2.2 | 6.0% | -2.8% | 7.9 | -9.8% | -7.5 | -2.3% | 4.1% | -0.1% | -2.6%
CCn1c(SCC(=O)OC2CCCCC2)nc2ccccc2c1=O | 2.6% | 5.6 | 6.6% | 0.1% | 19.6 | 18.9% | -3.6 | -3.3% | -7.0% | -7.0% | 0.6%
CC(C)(C)NC(=O)C(=O)NC(=O)c1c(F)cccc1Cl | -1.7% | -0.5 | -4.3% | -4.8% | -2.5 | 1.1% | 6.4 | -2.4% | -2.0% | -0.7% | -6.9%
O=C(NCC(c1ccco1)N1CCCC1)c1sc2ccccc2c1Cl (centres undefined) | -5.1% | x | -0.7% | 2.5% | -21.5 | 0.8% | 12.6 | -1.1% | -17.2% | 0.0% | -6.4%
O=C(Nc1cc(Cl)ccc1Cl)C1CCCO1 (centres undefined) | 4.8% | 0.2 | 1.5% | -1.3% | -3.4 | -2.7%[1.91 µM] | -11.6 | 7.9% | 3.5% | 0.4% | -1.1%
COCON1C(=O)CN(C(C)=O)C1c1ccc(Cl)cc1Cl (centres undefined) | 0.1% | 1.1 | 0.6% | -7.1% | -24.3 | 3.9% | 24.3 | 3.1% | 9.0% | -4.0% | 0.0%
CCOc1ccc(N2C(=O)CC(n3ccc(C)n3)C2=O)cc1 (centres undefined) | -0.7% | 0.1 | 4.3% | 0.4% | 13.4 | -29.7% | 0.5 | -2.0% | 2.6% | 3.0% | 6.2%
Cc1nc2cc(-n3ccc(=O)cc3)ccc2n1-c1ccccc1 | u | -1.6 | u | -4.0% | -2.3 | 3.1% | 2.1 | 5.5% | -6.1% | 8.7% | 25.2%
COC(c1ccccc1)c1nnc(CCC(=O)NC2CCCCC2)o1 (centres undefined) | -1.4% | 4.6 | 6.1% | -2.5% | 2.8 | -6.2% | 7.5 | -3.1% | -15.6% | 7.3% | -11.6%
CCCOc1cccc(C(=O)Nc2cccnc2)c1 | 14.1% | 2.1 | -12.5% | -1.6% | -5.3 | 44.9% | 8.7 | 6.0% | u | -0.7% | 16.1%
CCOC(=O)c1ccc(NC(=S)NCC(O)c2ccccc2)cc1 (centres undefined) | -0.9% | 0.8 | 8.6% | 11.2% | 12.4 | 4.2% | 10.7 | 12.6% | -10.2% | 3.2% | 7.2%
CC(C)C(NC(=O)Cc1ccccc1[N+](=O)[O-])C(C)C | 1.1% | 5.0 | 1.0% | -1.6% | -1.4 | 3.6% | 4.4 | -2.2% | 7.2% | -2.1% | 3.1%
CCOc1ccccc1OCCC(=O)OCC(=O)Nc1c(C)cc(C)cc1C | -0.4% | x | 10.8% | -4.9% | -14.0 | x | -31.5 | -4.9% | 1.4% | -0.6% | x
CC(c1ccon1)N(C)Cc1cn(C)nc1-c1ccc2c(c1)OCCO2 (centres undefined) | 1.7% | 1.7 | -0.3% | -2.5% | 16.5 | -0.2% | 8.9 | -7.5% | 0.2% | -3.3% | 0.5%
Cc1ccc(C)c(Nc2nc(-c3cccnc3)cs2)c1 | -6.7% | 0.3 | 3.2% | 12.6% | -7.6 | 11.4% | -6.8 | -0.2%[1.84 µM] | u | -0.4% | 25.3%
Cn1c(/C=C/c2ccc(Cl)cc2Cl)c([N+](=O)[O-])c(=O)n(C)c1=O | -3.4% | 5.2 | u | -6.4% | -1.9 | 11.2µM* | 20.2 | -4.8% | -16.2% | 12.9% | u
COc1ccc2c(c1)S(=O)(=O)c1ccccc1N2 | 1.4% | -1.8 | -0.6% | -2.9% | -0.9 | 21.2% | 16.5 | -3.0% | -19.0% | 1.5% | 21.5%
CCc1ccc(-n2nnnc2SCC(=O)NNC(=O)c2ccco2)cc1 | 0.4% | 1.4 | 0.9% | -0.8% | 1.1 | 6.7% | -46.8 | 3.1% | -6.9% | 2.0% | -0.6%
COc1cccc(-c2nc(NCc3cccnc3)c3ccccc3n2)c1O | 3.7% | 0.1 | 3.0% | -1.2% | -2.9 | -35.6% | 6.1 | -8.0% | u | 0.4% | -6.2%
O=C(COc1ccc(F)cc1)Nc1nc(-c2ccccn2)cs1 | -0.4% | x | 9.2% | -3.8% | -16.4 | x | -5.5 | 0.7% | u | 0.8% | x
CC(C)(C)OC(=O)N1CCC(NC(=O)c2nc[nH]c2C(=O)NC2CCN(C(=O)OC(C)(C)C)CC2)CC1 | -5.0% | x | 21.2% | -2.3% | -3.7 | x | 7.1 | -8.4% | 2.3% | -2.0% | x
CCOc1ncnc2c1[nH]c1ccccc12 | -5.5% | -0.5 | -8.1% | 15.6% | -5.8 | u | 7.6 | -0.5% | u | -3.9% | -7.1%
CCOC(=O)c1[nH]c2c(c1C)C(=O)CC(c1ccc(OCC)c(OC)c1)C2 (centres undefined) | -6.7% | 1.2 | 2.0% | -0.2% | -4.8 | 1.6% | -4.2 | 1.0% | 4.7% | 5.8% | 6.2%
Cc1ccc2[nH]c(=O)c(CN(C)S(=O)(=O)c3cccc4nonc34)cc2c1 | -0.5% | x | 0.2% | 0.4% | 7.3 | 7.5% | -4.0 | 3.5% | -0.8% | -2.7% | -2.5%
CN(C)c1cc[n+](CC(=O)Nc2c(Cl)cc(Cl)cc2Cl)cc1 | 2.6% | 2.5 | 5.5% | -3.8% | 2.7 | u | 7.0 | -4.4% | -1.2% | 0.8% | u
COCCCNC(=O)CC1C[C@H](C(=O)N2CCCCC2)[C@@]2(CCc3ccccc3)c3[nH]c4ccccc4c3CCN2C1=O (some centres undefined) | -2.2% | x | 12.2% | x | 14.1 | x | -28.7 | x | x | 3.3% | x
O=C(N/N=C/C(Br)=C/c1ccccc1)C(O)c1ccccc1 (centres undefined) | 3.6% | 1.4 | -4.8% | 21.8% | 20.0 | u | 7.6 | 28.0% | 15.1µM* | 1.3% | u
O=C(Nc1ccc2c(c1)CCC2)c1cc2ccccc2o1 | 1.64µM* | -18.5 | 0.8% | 1.26µM* | -12.6 | u | 9.6 | 1.26µM* | 1.35µM* | 3.6% | -3.8%
CC(=O)c1ccc(N2CCN(S(=O)(=O)c3cc(-c4cc(C)no4)ccc3C(C)C)CC2)cc1 | -1.6%[9.26 µM] | -1.3 | 8.4% | 0.3% | 30.5[activator] | 7.2% | -9.5 | -4.7% | 1.0% | -0.1% | -3.9%
O=C(CNS(=O)(=O)c1ccc(Br)s1)NC1CCCc2ccccc21 (centres undefined) | -0.9% | 6.8 | 20.1% | -1.3% | 28.9 | u | -7.5 | -0.2% | -0.6% | 3.7% | -0.6%

Screening data from PubChem.
